PvdQ acylase: blocks Pseudomonas aeruginosa PvdQ acylase activity | purified PvdQ acylase, fluorescence plate reader | inhibition, % at 10 µM | 340,000 tested, 0.063% active; in the data active = inhibition above about 30%, passing the limit was not always enough; inconclusive = no clear call, values can overlap the other calls;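 note: 0% = vehicle neutral wells and 100% = reference inhibitor wells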
Rtt109 Vps75: blocks Candida albicans Rtt109/Vps75 acetyltransferase activity; Q5AAJ8; purified Rtt109/Vps75, ThioGlo CoA-SH fluorescence, 4 h; inhibition, % at 34.9 µM; 330,000 tested, 0.16% active; AID 540336;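 active = inhibition of at least 50% in every replicate; inconclusive = best replicate reaches 50% inhibition but some replicates fall short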
Keap1-Nrf2 PPI: disrupts human Keap1 binding to Nrf2 peptide; Q14145; Keap1 Kelch-Nrf2 peptide fluorescence polarization, 1536-well; inhibition, % at 9.4 µM; 340,000 tested, 0.15% active; in the data active = inhibition above about 12%; inconclusive = no clear call, values can overlap the other calls; inactive = below about 7.3%;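 note: human Keap1 Kelch domain with fluorescein labeled Nrf2 9mer peptide probe; 0% = neutral control wells and 100% = peptide positive control; higher means more block of Keap1 binding to Nrf2 peptide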
NSD2 HMT inh: blocks human histone methyltransferase NSD2. O96028. NSD2 peptide methylation, AlphaScreen, 120 min. inhibition, % at 12.5 µM. 310,000 tested, 0.54% active. AID 743445; in the data active = inhibition above about 50%
Mot1-301 SUMO: SUMOylation pathway inhibition by Mot1-301 growth rescue | AID 2716 | S. cerevisiae Mot1-301 growth rescue, ATP luminescence, 38.5C; percent above DMSO median, 100 means doubled | 320,000 tested, 1% active | growth rescue, % at 18.8 µM;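 active = every valid replicate shows activation above 250% relative to neutral control wells; inactive = the rest, any valid replicate at or below 250%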;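 note: OY570 slx delta 5 strain wells were the positive control but not used for scaling; some compounds called inactive have numbers as strong as hits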
PfHsp90 set2: reduces growth (ATP signal) of yeast expressing P. falciparum Hsp90. inhibition, % at 9.4 µM. 310,000 tested, 0.32% active. S. cerevisiae expressing PfHsp90, BacTiter-Glo ATP, 48 h; yeast lacking PDR1 and PDR3 efflux regulators;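 active = every replicate shows inhibition above about 80%, whatever the replicate mean, limit read from the data; inconclusive = mean inhibition reaches the set limit but some replicate falls short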;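 note: 0% = DMSO neutral controls and 100% = 20 µM radicicol positive controls; yeast relying on Plasmodium falciparum Hsp90 in place of its own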
CDK5 inh: CDK5/p35 (human) kinase inhibition; Q00535+Q15078; Recombinant CDK5/p35, ADP-Glo luminescence, 60 min; inhibition, % at 10 µM; 330,000 tested, 0.01% active; AID 488839;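 active = highest replicate inhibition of at least 50% and at least 75% of replicates reaching 50%; inconclusive = only one of the two criteria met; inactive = both criteria failed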;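 note: plate controls were DMSO neutral control for no effect and GW8510 at 10 µM for full effect; many of its hits are not listed in these tables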
Target sequence (Q00535 whole entry, looked up): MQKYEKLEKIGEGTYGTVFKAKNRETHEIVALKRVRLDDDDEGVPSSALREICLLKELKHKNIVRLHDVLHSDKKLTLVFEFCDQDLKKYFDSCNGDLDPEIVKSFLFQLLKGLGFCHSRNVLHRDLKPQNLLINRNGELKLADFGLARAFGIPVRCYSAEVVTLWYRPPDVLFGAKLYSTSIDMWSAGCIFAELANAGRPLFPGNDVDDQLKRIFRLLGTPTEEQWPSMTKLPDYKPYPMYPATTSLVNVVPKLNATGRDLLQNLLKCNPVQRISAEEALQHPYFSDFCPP
Target sequence (Q15078 whole entry, looked up): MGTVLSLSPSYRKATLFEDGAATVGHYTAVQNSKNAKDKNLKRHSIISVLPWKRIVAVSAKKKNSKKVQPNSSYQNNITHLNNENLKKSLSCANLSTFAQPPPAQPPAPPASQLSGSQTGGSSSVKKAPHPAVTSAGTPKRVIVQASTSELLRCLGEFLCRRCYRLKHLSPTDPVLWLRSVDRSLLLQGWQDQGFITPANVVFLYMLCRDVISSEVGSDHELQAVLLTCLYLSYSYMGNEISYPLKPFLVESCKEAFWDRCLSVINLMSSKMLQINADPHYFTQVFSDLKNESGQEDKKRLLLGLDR
C-LANA FP: KSHV C-LANA DNA binding inhibition; inhibition, % at 9 µM; 340,000 tested, 0.078% active; MBP-C-LANA/FAM-LBS DNA binding, fluorescence polarization;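 active = highest replicate inhibition at or above 60% at 9 µM, even if other replicates fall short; inactive = all replicates below 60% inhibition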;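 note: 0% = neutral control wells and 100% = 4 µM acridine orange control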
RTF Ca sens act: cardiac RTF calcium sensitization. activation, % at 7.2 µM. IANBD-labeled TnC RTF fluorescence at EC20 calcium; 0% EC20 calcium, 100% full calcium. 340,000 tested, 0.24% active. P19429+P45379;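 active = activation above the mean over all tested compounds plus 3 SD, cut at about 30% in these data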;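 note: rise in fluorescence read as greater calcium sensitivity of cardiac thin filaments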
dFosB activator: activators of mouse delta FosB homodimer; 340,000 tested, 0.99% active; P13346; activation, % at 25 µM; purified delta FosB, TAMRA-CDK5 oligo fluorescence polarization; percent of positive-control signal above neutral wells;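 active = mean activation above about 17%, with every replicate also reaching it, limit read from the data, passing the limit was not always enough; inconclusive = only one of the two conditions met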;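 note: fluorescence polarization rise as delta FosB binds a TAMRA Cdk5 AP-1 oligo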
Target sequence (P13346 whole entry, looked up): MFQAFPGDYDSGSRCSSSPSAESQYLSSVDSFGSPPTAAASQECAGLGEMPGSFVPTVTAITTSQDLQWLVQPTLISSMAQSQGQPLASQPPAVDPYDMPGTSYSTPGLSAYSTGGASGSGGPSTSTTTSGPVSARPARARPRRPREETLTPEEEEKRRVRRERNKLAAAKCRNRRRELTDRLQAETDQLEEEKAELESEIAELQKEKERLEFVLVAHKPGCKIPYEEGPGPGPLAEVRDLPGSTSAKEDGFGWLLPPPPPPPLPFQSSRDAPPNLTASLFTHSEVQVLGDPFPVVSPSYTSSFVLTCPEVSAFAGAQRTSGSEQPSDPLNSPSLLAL
Cardiac RTF inh: cardiac RTF calcium desensitization | 340,000 tested, 0.12% active | IANBD-labeled cardiac RTF, Ca2+ fluorescence | P19429+P45379 | AID 493244 | inhibition, % at 7.15 µM;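 active = inhibition above the mean inhibition of all tested compounds plus 3 SD, cut at about 17% in these data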;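 note: assay run at fixed EC70 calcium of 1.6 mM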
* hit, by the source's call; ? = inconclusive; . = no result given.

SMILES | PvdQ acylase | Rtt109 Vps75 | Keap1-Nrf2 PPI | NSD2 HMT inh | Mot1-301 SUMO | PfHsp90 set2 | CDK5 inh | C-LANA FP | RTF Ca sens act | dFosB activator | Cardiac RTF inh
CCN(CCNC(=O)C1CCN(S(=O)(=O)c2cccc3cccnc23)CC1)c1ccccc1 | -6 | 2 | -6 | . | -16 | 13 | 1.0 | -0.1 | 1 | -3 | 3
CCC1C(=O)NCCN1C(=O)c1ccc(OC)c(OC2CCN(C(C)=O)CC2)c1 (centres undefined) | -6 | 0 | -3 | -1 | 275 | -6 | 0.3 | -2.2 | -1 | 1 | -5
O=C(c1ccc(F)cc1)C1CCN(Cc2ccccc2)CC1 | -14 | 0 | 1 | 1 | . | 5 | 0.5 | -2.6 | 4 | 4 | -12
COC(=O)c1cccc2c1-c1ccccc1/C2=N/O | -16 | 0 | -3 | 2 | 12 | -21 | 1.7 | -0.4 | 4 | -31 | 2
COC(=O)c1ccc(NC(=O)CN2C(=O)NC3(CCC(C)CC3)C2=O)cc1 (centres undefined) | -15 | -9 | -5 | -11 | -1 | 4 | -0.4 | -1.4 | 3 | 18* | 2
O=C(Cn1nc(CNc2ccc(Cl)cc2)[n+]2c1CCCCC2)c1ccccc1 | -17 | 1 | -1 | 3 | 9 | 22 | -0.7 | 0.0 | 0 | -7 | -15
O=C(NCc1ccccc1)N1CCN(c2ccccc2F)CC1 | -3 | -1 | -3 | 6 | 13 | -8 | -4.0 | 0.0 | 6 | -1 | -6
COC1CCN(C(=O)C2CCC(=O)N(C3CCCCCC3)C2)CC1 (centres undefined) | -14 | -2 | -2 | 2 | 115 | 1 | -2.1 | -1.8 | -3 | 8 | -3
CCC1C(C#N)=C(SC)NC2=C1C(=O)CC(C)(C)C2 (centres undefined) | -13 | 10 | -1 | 1 | 14 | . | 0.9 | 0.2 | 0 | -3 | -8
O=C(CN1C(=O)C2C3CC(C(Br)C3Br)C2C1=O)N1CCOCC1 (centres undefined) | 23 | 1 | -2 | -4 | -24 | -1 | 0.8 | -2.2 | -4 | -3 | 0
CC1CCCCN1CCn1c(=S)[nH]c2ncccc2c1=O (centres undefined) | -10 | -1 | -5 | 0 | 40 | 22 | -1.4 | 1.2 | 4 | -2 | -3
Cc1ccc(C(=O)Nc2cccc(NC(=O)c3ccc(C)c([N+](=O)[O-])c3)n2)cc1[N+](=O)[O-] | -7 | -4 | 3 | 3 | -17 | -19 | 1.1 | -1.0 | 5 | -4 | -8
NC(=O)c1ccc(NC(=O)COC(=O)c2c[nH]c3ccccc23)cc1 | -2 | 1 | 0 | -2 | . | -1 | 1.7 | -2.2 | 1 | 14 | -4
COc1ccc(N2C3=[N+](CCCC3)CC2(C)O)cc1 (centres undefined) | 2 | -9 | -1 | -1 | 11 | -3 | -0.8 | -1.1 | 3 | -2 | -6
CCn1c(SCC(=O)N2CCCCC2)nnc1-c1ccc(S(=O)(=O)N2CCN(C)CC2)cc1 | -3 | 0 | 1 | -2 | 1 | -20 | -1.4 | 0.8 | 5 | 2 | 0
CCOc1ccc(OCc2ccc(C(=O)NN)o2)cc1 | -16 | -6 | -3 | 0 | 4 | 15 | -1.2 | 1.9 | -3 | 1 | 0
Cc1ccc(-c2c(C#N)c(N)n(-c3ccccc3)c(=O)c2C#N)cc1 | -13 | -14 | -3 | -3 | -3 | -3 | -0.1 | -0.2 | -3 | -1 | 1
O=C(c1cccc(S(=O)(=O)N2CCCCC2)c1)N1CCOCC1 | -2 | -1 | -5 | -2 | 0 | 9 | 0.4 | 0.1 | 6 | -7 | -8
COc1ccccc1CNS(=O)(=O)c1ccc(N2CCCC2)cc1Br | -6 | 1 | -3 | . | . | 32 | 1.3 | 0.4 | -2 | -9 | -3
COc1ccccc1/C=C/C=N/n1c(-c2ccccc2)n[nH]c1=S | -13 | 3 | 0 | 8 | -19 | -11 | 3.1 | 1.0 | 4 | -3 | -10
CCOC(=O)C1Cn2c(nc3c(c2=O)C2(CCCC2)Cc2ccccc2-3)S1 (centres undefined) | 3 | 11 | 4 | -2 | -5 | -10 | -0.8 | -2.9 | -3 | -9 | 0
CCCCn1nnnc1NCc1ccc(C)cc1 | -5 | -5 | 1 | 16 | 26 | -16 | -1.3 | 2.1 | -3 | -1 | -4
CCCC(=O)Nc1ccc(NCc2ccc(C)s2)cc1 | 6 | 4 | 1 | -2 | 8 | -11 | -1.2 | -2.7 | 7 | 0 | -21
COC(=O)C1=C(N)Oc2cc(C)n(Cc3cccnc3)c(=O)c2C1c1cccc(OC)c1OC (centres undefined) | -2 | 2 | -8 | 3 | 1 | 14 | -6.3 | -0.4 | 7 | -7 | 0
Cc1nnc(SCc2ccccc2)[nH]c1=O | 0 | -3 | -1 | -4 | -12 | 5 | -0.1 | -0.2 | -2 | -6 | -5
O=C(O)C1=C[C@@H](c2ccc(F)cc2)C[C@@H](OCCCCO)O1 | -4 | 5 | -2 | . | -6 | . | -0.6 | 0.2 | 5 | -3 | -10
CC(C)c1ccc(N(C(=O)CNC(=O)c2ccco2)C(C(=O)NC2CCCC2)c2cccnc2)cc1 (centres undefined) | -6 | 0 | -4 | 3 | -2 | -3 | 2.3 | 1.8 | 9 | -8 | -6
CCC1(CC)Cc2ccccc2C(=O)N1 | -4 | 1 | 4 | -2 | 1 | 10 | 1.3 | -0.4 | -2 | 5 | -2
O=C(CSCc1c(Cl)cccc1Cl)Nc1ccc2c(c1)OCCO2 | 15 | 5 | -6 | -2 | 27 | -35 | 2.3 | -0.8 | -5 | -2 | 10
C[C@@H]1COC(=O)[C@H](CC(=O)OC(C)(C)C)C/C=C\C[C@@H](CC(=O)NCCO)C(=O)N1 | 10 | 1 | -6 | . | 1 | 8 | -1.6 | -0.8 | -7 | 4 | -16
O=C(Nc1cccnc1)c1scc2c1OCCO2 | 1 | -14 | -6 | -1 | -1 | -1 | 4.6 | -0.3 | -1 | -2 | 13
CCOCCCNC(=O)c1ccc2c(=O)n(CCCOCC)c(=S)[nH]c2c1 | 9 | 9 | -5 | -1 | 68 | 2 | 0.9 | 0.4 | 3 | . | 1
CCOc1ccc(N2CC(C(=O)Nc3ccc(S(=O)(=O)NCC4CCCO4)cc3)CC2=O)cc1 (centres undefined) | -19 | -11 | -3 | -4 | 2 | -62 | 0.7 | -0.9 | -1 | 7 | 1
COc1cc(OC)cc(C(=O)NCC(=O)OCC(=O)c2cc(C)n(Cc3ccco3)c2C)c1 | -20 | 5 | -7 | 0 | -3 | 17 | 0.0 | -0.6 | -9 | -15 | -25
COc1ccc(C)c2sc(NC(=O)c3cccc(N4C(=O)CCC4=O)c3)nc12 | 7 | -6 | -1 | 8 | 0 | -5 | 0.7 | -0.7 | -5 | 53* | 1
COCCCNC(=O)c1ccc(NC(C)=O)cc1 | 8 | . | -3 | -1 | 2 | 12 | 1.1 | 3.1 | 2 | -2 | -1
CCCN(CC(=O)Nc1ccc(F)c(F)c1F)C(=O)Cn1c(=O)cnc2ccccc21 | -13 | . | . | -1 | 6 | 2 | -1.0 | . | 2 | -1 | -12
CCCCCCCCCCCCN1[C@@H](CC(=O)O)c2cc(C(F)(F)F)ccc2S1(=O)=O | -2 | ? | 3 | . | 99 | -3 | 1.3 | 3.5 | -21 | -15 | 8
Cc1cc(NC(=O)CSC2=NCCS2)no1 | -14 | -55 | -11 | 0 | 78 | . | -1.6 | -2.3 | 5 | 4 | -11
CCCN1CNC(=S)N(c2ccc(C)cc2C)C1 | 7 | 7 | 1 | -3 | 64 | 3 | 1.5 | -1.3 | -7 | -10 | 6
COC(=O)c1ccccc1NC(=O)CNCCc1ccc(OC)c(OC)c1 | 5 | -1 | 2 | -9 | -11 | 5 | -0.7 | 0.8 | 0 | -6 | -6
NC1=NC[C@H](Cc2ccc(O)cc2)N1CCc1cccc2ccccc12 | -20 | 10 | -4 | . | 15 | 1 | 2.7 | -0.1 | -2 | -5 | -6
CN(CCc1ccccn1)c1ccc([N+](=O)[O-])cn1 | -15 | 3 | -5 | 5 | -26 | 3 | 0.5 | -0.2 | 9 | 1 | -13
COc1cccc(C(=O)NC2CCN(C(=O)N3CCCCC3)CC2)c1 | -1 | -8 | 2 | -4 | -7 | 9 | 0.2 | 0.7 | 10 | -2 | -10
CC(=O)N(Cc1ccc(Br)cc1)c1cccc(C)c1C | 6 | 1 | 1 | 0 | -19 | -14 | 0.7 | 0.7 | -7 | 4 | -4

One compound at a time, from the list above. Values in the order: PvdQ acylase, Rtt109 Vps75, Keap1-Nrf2 PPI, NSD2 HMT inh, Mot1-301 SUMO, PfHsp90 set2, CDK5 inh, C-LANA FP, RTF Ca sens act, dFosB activator, Cardiac RTF inh
CN(CCc1ccccn1)c1ccc([N+](=O)[O-])cn1 is listed as -15, 3, -5, 5, -26, 3, 0.5, -0.2, 9, 1, -13
CCOc1ccc(N2CC(C(=O)Nc3ccc(S(=O)(=O)NCC4CCCO4)cc3)CC2=O)cc1 (centres undefined) is listed as -19, -11, -3, -4, 2, -62, 0.7, -0.9, -1, 7, 1

Next part
SMILES | PvdQ acylase | Rtt109 Vps75 | Keap1-Nrf2 PPI | NSD2 HMT inh | Mot1-301 SUMO | PfHsp90 set2 | CDK5 inh | C-LANA FP | RTF Ca sens act | dFosB activator | Cardiac RTF inh
CSc1ncccc1C(=O)OCc1ccc(Br)cc1 | -11 | -1 | 1 | -5 | 72 | . | 0.8 | 0.6 | -1 | -11 | 0
Cc1c(C)n(C(=O)CN2CCN(c3ccccc3)CC2)c2ccccc12 | 9 | -1 | -1 | 3 | 9 | 0 | 1.1 | 2.7 | -3 | -6 | 1
O=C(Cn1cnc2ccccc2c1=O)Nc1nnc(SCc2ccccc2)s1 | -11 | -2 | -2 | . | 138 | -5 | -12 | -0.7 | 6 | -3 | -1
COc1ccc(C)cc1NC(=O)C(OC(=O)CNC(=O)c1cccc(F)c1)c1ccccc1 (centres undefined) | -2 | 6 | 0 | 0 | -6 | 30 | -1.0 | 1.1 | 5 | -6 | 7
CCc1nnc(NC(=O)C(=O)NCCOC(=O)c2ccccc2)s1 | -7 | -5 | -2 | 7 | -12 | . | 1.0 | 1.1 | -6 | -5 | -11
c1cc2c(cc1-n1cnnn1)OCO2 | -13 | -15 | -6 | -5 | 19 | . | 1.2 | 0.6 | -4 | 1 | -1
COc1ccc(NC(=O)N2C3CCCC2CC(NC(=O)C2CC2)C3)cc1 (centres undefined) | -15 | -3 | -6 | 0 | -13 | -16 | 0.2 | -0.9 | 6 | -2 | -6
O=C(CN1C(=O)C2CCCCC2C1=O)OCC(=O)c1ccc(Cl)s1 (centres undefined) | 2 | -10 | -1 | 1 | 54 | -1 | -0.2 | 0.1 | -4 | -6 | 0
COc1ccc(Nc2nc(N3CCCCC3)nc(N3CCCCC3)n2)c(OC)c1 | -5 | 2 | -1 | -6 | -12 | -8 | -0.5 | -2.2 | -1 | 1 | 3

Compound activity deposited in PubChem by several laboratories.
